# LGR2 antag: blocks bursicon-induced cAMP signaling via Drosophila LGR2 | HEK293 LGR2, CRE-luciferase, bursicon-stimulated, 4 h | inhibition, % at 9.99 µM | hit rate 0.35% among 380,000;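 active means drop in luminescence signal, shown as inhibition above about 50% in the replicate tests, limit read from the data, passing the limit was not always enough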;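 further: agonist challenge used bursicon conditioned medium at about half maximal strength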
# CASP6 VEID inh: caspase-6 (human) enzyme inhibition; P55212; purified caspase-6, Z-VEID-R110 cleavage fluorescence; inhibition, % at 12.5 µM; hit rate 0.53% among 350,000;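 active means mean inhibition across replicates at least about 35%, with every replicate also reaching that limit, limit read from the data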;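 further: 0% = median of neutral control wells and 100% = no fluorescence left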
# Target sequence (P55212 24-179 limits assumed): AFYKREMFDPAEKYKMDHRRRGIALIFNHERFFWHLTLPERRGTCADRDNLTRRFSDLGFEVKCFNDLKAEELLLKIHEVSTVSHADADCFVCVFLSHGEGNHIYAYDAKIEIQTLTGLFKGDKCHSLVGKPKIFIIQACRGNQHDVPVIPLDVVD
# Target sequence (P55212 194-293 limits assumed): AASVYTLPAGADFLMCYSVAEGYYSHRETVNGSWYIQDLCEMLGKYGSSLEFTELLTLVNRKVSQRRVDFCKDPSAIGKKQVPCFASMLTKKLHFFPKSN
# esBAF inh: blocks esBAF chromatin remodeling in mouse ES cells. Bmi1-luciferase knock-in reporter, 24 h; 100% = twice the neutral-well signal. reporter increase, % at 12.5 µM. hit rate 2% among 350,000; in the data active means activation above about 40%;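 further: 0% = median of the plate's neutral control wells and 100% = double that signal; a rise in the Bmi1 reporter signal indicates esBAF inhibition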
# SIRT5 block: inhibitors of human sirtuin-5 desuccinylase; Purified SirT5, succinyl-peptide AMC, trypsin-coupled fluorescence; inhibition, % at 15 µM; hit rate 1.1% among 330,000; AID 652115; Q9NXA8; in the data active means inhibition above about 15%
# Target sequence (Q9NXA8 whole entry, looked up): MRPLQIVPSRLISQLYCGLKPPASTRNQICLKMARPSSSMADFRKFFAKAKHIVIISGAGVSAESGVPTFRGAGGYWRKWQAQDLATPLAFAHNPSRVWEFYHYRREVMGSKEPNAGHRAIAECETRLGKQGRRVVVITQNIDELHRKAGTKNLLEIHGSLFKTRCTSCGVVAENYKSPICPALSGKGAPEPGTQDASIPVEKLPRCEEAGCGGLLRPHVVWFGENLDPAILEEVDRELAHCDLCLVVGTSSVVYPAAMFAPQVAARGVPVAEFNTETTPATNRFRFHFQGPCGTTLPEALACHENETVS
# FN deposit inh: fibronectin deposition inhibition; AID 743247; inhibition, % at 12.6 µM; hit rate 0.086% among 350,000; AH1F fibroblasts, Alexa488-fibronectin deposition fluorescence, overnight;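 active means mean inhibition across replicates of 30% or more, regardless of how many single replicates reach that level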;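 further: positive control wells lacked labelled fibronectin entirely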
#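 Material: AH1F fibroblast monolayer depositing Alexa488-labelled fibronectin into matrix | Input: 10000 AH1F cells/well | Medium: DMEM plus 2% serum, read in PBS | Reagent: Alexa488-fibronectin, 24 nM final in well | Compound dosing: One dose per compound, pinned | Schedule: 1 h adhesion, overnight exposure | Measured by: Fluorescence at 485 nm excitation, 525 nm emission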
# Statin myotox sup: suppressors of simvastatin-induced myotoxicity in C2C12 myotubes; ATP luminescence, 48 h; scaled: DMSO 0, geranylgeraniol control 100; rescue of ATP level, % at 7.49 µM; hit rate 0.78% among 330,000; AID 602340;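 active means mean ATP rescue above about 67%, or every replicate alone reaching that limit, limit read from the data, passing the limit was not always enough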;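 further: myotubes were challenged with 10 µM simvastatin during compound exposure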
# S100A4 MyoIIA: inhibitors of human S100A4 binding to myosin IIA peptide; hit rate 0.14% among 360,000; S100A4/TAMRA-MyoIIA peptide fluorescence polarization; AID 652163; P26447; inhibition, % at 10.7 µM;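 active means mean inhibition of at least 70% across replicates, with every replicate also reaching that level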
# Target sequence (P26447 whole entry, looked up): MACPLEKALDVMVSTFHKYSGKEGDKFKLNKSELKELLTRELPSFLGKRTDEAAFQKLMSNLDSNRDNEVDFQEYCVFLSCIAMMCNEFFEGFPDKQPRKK
#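 System – human S100A4 monomer protein, biochemical binding assay · Buffer or medium – Calcium-containing HEPES buffer, pH 7.2 · Timing – 5 min between mix addition and reading · Also added – TAMRA-labelled myosin IIA heavy-chain peptide probe, 5 nM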
# Active calls of the source: *; · = not tested or not shown; & = joins results of further samples. These rows are one share of the data, so the mix of outcomes need not match the whole.
SMILES,LGR2 antag,CASP6 VEID inh,esBAF inh,SIRT5 block,FN deposit inh,Statin myotox sup,S100A4 MyoIIA
OC(CNCc1ccccc1F)(c1ccc(F)cc1)c1ccc(F)cc1,-1,1,-9,1,-10,16,-1
Fc1cccc(Cc2c(-c3ccco3)nc3ccc(Br)cn23)c1,-3,2,5,2,-5,12,-2
O=S(=O)(N[C@@H]1CC[C@@H](CCn2cc(C3(O)CCCC3)nn2)O[C@@H]1CO)c1ccc(F)cc1,5,2,-1,-4,·,2,-9
O=C(O)CSc1nnc(Cc2cccc3ccccc23)n1-c1cc(C(F)(F)F)cc(C(F)(F)F)c1,4,1,2,5,3,2,-8
Cc1ccc(C2(c3noc(CN(C)Cc4ccccn4)n3)CCCC2)cc1,-6,2,-2,1,·,-3,1
CC(=O)N1CCN(C(=O)c2ccc(S(=O)(=O)Nc3ccccc3C)cc2)CC1,-2,0,·,-6,-3,·,17
O=C(Nc1ccccc1C(=O)O)c1cc(S(=O)(=O)Nc2ccccc2)ccc1Cl,28,4,-9,23*,13,5,2
COc1cccc(S(=O)(=O)N[C@@H]2CC[C@H](CCn3cc(-c4ccccc4OC)nn3)O[C@@H]2CO)c1,9,0,11,2,3,12,-2
COc1ccc(C2=NOC(Cn3nc(C(=O)NCc4ccc(OC(F)(F)F)cc4)cc3-c3ccccc3)C2)cc1 (configuration not stated),·,-2,-24,-1,3,-40,-3
C[C@H](CO)N1C[C@H](C)[C@@H](CN(C)Cc2ccc(C(=O)O)cc2)Oc2ccc(NS(=O)(=O)c3cn(C)cn3)cc2C1=O,0,-3&-1,6&1,2,5,11&2,9&-1
CCOC(=O)CCN(Cc1ccccc1)S(=O)(=O)c1csc(C(N)=O)c1,-3,-3,5,-2,1,10,-8
C/C(=N\N1CCN(c2ccc(Cl)cc2)CC1)c1ccco1,·,3,·,-2,5,·,-9
COC(=O)Cc1cc(C)cc2c(=O)cc(-c3ccoc3)oc12,·,-4,·,-1,5,·,-9
Cc1ccc(N(CC(=O)NCCc2ccccc2)C(=O)c2csnn2)cc1,0,-1,4,-4,-7,-5,-2
Cc1ccc(NC(=O)C(C)N2CCc3ccccc3C2)cc1 (configuration not stated),-10,2,-6,-7,-2,0,-3
OC(c1cccc(CN2CCCCC2)c1)c1ncc(-c2ccccc2Cl)[nH]1 (configuration not stated),-21,-1,-12,·,-17,-10,5
Cc1c(C(=O)OCC(C)C)[nH]c2c1C(=O)CC(c1ccco1)C2 (configuration not stated),-26,4,-48,·,3,-15,17
CNC[C@H]1Oc2ccc(NC(=O)C3CC3)cc2C(=O)N([C@@H](C)CO)C[C@H]1C,-7,0,-5,-8,·,-2,1
Cc1cccc(NS(=O)(=O)c2ccc(Br)s2)n1,-4,·,-7,·,-5,0,·
O=C(NCCCc1ccccc1)c1ccc(Br)o1,·,·,25,·,-4,-1,·
C=CCn1c(Cc2cccs2)nnc1SCC(=O)c1ccc2ccccc2c1,7,·,-4,·,-4,44,·
CCCN(C)C[C@H]1OCc2ccccc2-c2ccccc2C(=O)N([C@@H](C)CO)C[C@H]1C,23,·,-1,·,-16,-11,·
COc1ccc(C(=S)N2CCOCC2)cc1OS(=O)(=O)c1ccc(Br)cc1,4,2,·,-2,·,·,-4
CCN(CC(=O)Nc1ccc(NC(C)=O)cc1)C(=O)CN1C(=O)NC(C)(c2ccc3ccccc3c2)C1=O (configuration not stated),-4,-130,1,0,-5,30,-2
COc1cccc(C(=O)NNC2OC(CO)C(O)C2O)c1 (configuration not stated),10,-8,·,-1,4,·,3
O=C(COc1cccc(C(F)(F)F)c1)NCC(c1cccs1)N1CCOCC1 (configuration not stated),-12,-1,-9,-4,0,-24,-5
N#CCCn1nc(-c2ccc(Br)cc2)cc1Nc1ccccc1NC(=O)C(F)(F)F,-1,0,·,0,12,·,-5
Cc1occc1C(=O)Nc1ccc(S(=O)(=O)N2CCN(C)CC2)cc1,·,·,0,·,4,-11,·
COc1ccc(S(=O)(=O)N2CCCN(CC(=O)Nc3ccc(OC)c(Cl)c3)CC2)cc1,·,·,-2,·,14,10,·
Cc1ccc(S(=O)(=O)N2CCOCC2)cc1C(=O)N1C(=O)c2cccc(N)c2C1=O,·,·,-8,·,-23,-1,·
CCCN1C[C@H](C)[C@@H](OC)CN(C)C(=O)c2cc(NS(=O)(=O)c3ccccc3)ccc2OC[C@H]1C,0,·,-2,31*,-26,-2,-1
O=C(c1cccnc1)N1C[C@@H]2[C@H](c3ccccc31)[C@@H](CO)N2C(=O)Nc1ccccc1,26,1,2,-2,-2,4,-3
CCn1cc(C(=O)NCCC2=CCCCC2)c(=O)c2cc(S(=O)(=O)N(C)C)ccc21,-5,-1,11,·,2,-18,11
CN(C(=O)COc1cc(=O)n(C)c2ccccc12)c1cccc(Cl)c1,-13,0,0,·,-25,14,-3
COc1ccc2oc(C(=O)N3CCN(c4ncccn4)CC3)c(C)c2c1,-11,36*,1,0,12,18,0
COc1ccc(CCNC(=O)c2cc3c(F)cccc3s2)cc1OC,-10,0,-1,-4,-4,17,-8
CCc1ccc(S(=O)(=O)NCCc2csc(-c3cccnc3)n2)s1,11,0,-4,-3,·,3,2
O=C1CN(S(=O)(=O)Cc2ccccc2)C[C@@H]2[C@H](c3ccc(C#Cc4cccnc4)cc3)[C@H](CO)N12,8,·,·,-1,·,·,5
C[C@@H]1CN([C@H](C)CO)C(=O)c2cc(N(C)C)ccc2O[C@@H](C)CCCCO[C@H]1CN(C)C(=O)Nc1ccc2c(c1)OCO2,5,·,1,·,·,-6,·
COc1cccc(C(=O)N2C[C@@H]3[C@H](c4ccccc42)[C@H](CO)N3C(=O)NC(C)C)c1,23,-1,-1,·,·,-1,0
CC(=O)Nc1cccc2cc(S(=O)(=O)O)ccc12,-7,44*,·,·,-2,·,9
CCc1ccc(OCC(=O)NC(=S)Nc2ccc(F)cc2)c(Br)c1,-3,·,0,·,·,-28,·
CNC(=O)c1cc(Nc2nnc(-c3ccc(O)cc3)c3ccccc23)ccc1OC,-3,6,1,-3,2,-6,1
O=C(Nc1cccc(Cl)c1)N1C[C@H]2[C@@H](c3ccccc31)[C@H](CO)N2C(=O)C1CCCC1,-6,2,-5,1,·,-13,6
COc1ccc2c3c(n(C)c2c1)[C@H](CO)N(S(C)(=O)=O)CC31CCN(C(=O)C2CCCC2)CC1,-6,0,·,-2,2,·,11
Cc1ccc(-c2cc(C(=O)N/N=C/c3ccco3)[nH]n2)cc1,0,·,10,·,·,17,·
COc1ccccc1NC(=O)c1csc2c1CCC(C)C2 (configuration not stated),-26,3,·,-4,-2,·,7
CCCC1(C(=O)OCC)NC(c2ccc(O)cc2)C2C(=O)N(c3ccc4c(c3)OCCO4)C(=O)C21 (configuration not stated),4,1,0,0,·,6,2

# Profiles as entered above.
# `O=C(COc1cccc(C(F)(F)F)c1)NCC(c1cccs1)N1CCOCC1` (configuration not stated) in the list: LGR2 antag: -12; CASP6 VEID inh: -1; esBAF inh: -9; SIRT5 block: -4; FN deposit inh: 0; Statin myotox sup: -24; S100A4 MyoIIA: -5
# `CCCN1C[C@H](C)[C@@H](OC)CN(C)C(=O)c2cc(NS(=O)(=O)c3ccccc3)ccc2OC[C@H]1C` in the list: LGR2 antag: 0; CASP6 VEID inh: ·; esBAF inh: -2; SIRT5 block: 31*; FN deposit inh: -26; Statin myotox sup: -2; S100A4 MyoIIA: -1
# `CCc1ccc(S(=O)(=O)NCCc2csc(-c3cccnc3)n2)s1` in the list: LGR2 antag: 11; CASP6 VEID inh: 0; esBAF inh: -4; SIRT5 block: -3; FN deposit inh: ·; Statin myotox sup: 3; S100A4 MyoIIA: 2

# Limited to LGR2 antag and esBAF inh, for some of the entries so far:
Compound,LGR2 antag,esBAF inh
CNC(=O)c1cc(Nc2nnc(-c3ccc(O)cc3)c3ccccc23)ccc1OC,-3,1
O=C(Nc1cccc(Cl)c1)N1C[C@H]2[C@@H](c3ccccc31)[C@H](CO)N2C(=O)C1CCCC1,-6,-5

# Next section
SMILES,LGR2 antag,CASP6 VEID inh,esBAF inh,SIRT5 block,FN deposit inh,Statin myotox sup,S100A4 MyoIIA
C[C@H](CO)N1C[C@H](C)[C@H](CN(C)S(C)(=O)=O)Oc2ccc(NC(=O)Nc3ccc(F)cc3)cc2CC1=O,4,2,0,-1,-1,3,-33
O=C(NCc1ccco1)c1ccc(-c2ccc(F)c(F)c2)c2ccoc12,13,-1,8,·,-12,11,-3
NC(=O)c1ccccc1OCC(=O)N1CCc2ccccc2C1,-5,-2,7,9,6,-13,6
O=C(N[C@@H]1CC[C@H](CCn2cc(C3(O)CCCC3)nn2)O[C@@H]1CO)C1CC1,2,-3,-5,-1,·,1,30
Cc1onc(-c2ccccc2)c1C(=O)NCc1ccc2c(c1)OCO2,-3,15,-3,5,·,50,0
C[C@@H]1CN([C@@H](C)CO)S(=O)(=O)c2ccc(C#Cc3ccncc3)cc2O[C@@H]1CN(C)C(=O)C1CCCCC1,-1,-1,-3,2,·,-9,-8
CC(=O)N[C@@H](Cc1c[nH]c2ccccc12)C(=O)OCC(=O)NCc1ccc2c(c1)OCO2,22,-4,-3,-2,-2,3,-4
Nc1ccc(C(=O)Nc2ccc3nc(-c4ccncc4)[nH]c3c2)cc1,0,-1,·,1,7,·,-4
C[C@@H]1CN([C@@H](C)CO)C(=O)c2cc(NS(=O)(=O)c3cn(C)cn3)ccc2O[C@H]1CN(C)Cc1ccc(-c2ccccc2)cc1,20,1,0,1,2,42,4
CNC(=S)N1CCN(c2nc3ccccc3s2)CC1,-27,1,·,4,14,·,-5
CC(C)n1nc(C(=O)Nc2nnc(C3CC3)s2)c2ccccc2c1=O,-18,-2,·,-7,·,·,-4
Cc1ccc(C(=O)CSc2nc3ccc(C(=O)NCCN4CCCCC4)cc3c(=O)[nH]2)cc1,3,-5,5,0,-5,24,-4
Cc1ccc(C)c(N(C)C(=O)c2coc(=O)c3ccccc23)c1,·,·,2,·,-16,-6,·
O=C(CN1CCN(S(=O)(=O)c2cc(Br)ccc2Br)CC1)NCc1ccccc1Cl,-5,3,3,1,5,0,11
C[C@H](O)[C@@H]1C(=O)N2CCc3c([nH]c4ccccc34)[C@@H]2C[C@@H]1N(C)C(=O)c1cc(Cl)cc(Cl)c1,-12,15,2,3,5,8,9
CCn1c(=O)c2cc(C(=O)NCC(OC)OC)sc2c2ccccc21,-8,2,-7,6,0,0,-18
Cc1ccc(S(=O)(=O)Oc2ccc(C(c3c(C)[nH][nH]c3=O)c3c(C)[nH][nH]c3=O)cc2)cc1,-11,12,-2,-9,·,8,-5
CO[C@H]1CN(C)C(=O)c2cc(NC(=O)c3cc(C)on3)ccc2OC[C@H](C)N(C(=O)C2CC2)C[C@@H]1C,-20,-3,1,-3,6,-6,-11
CC(C)c1nnc(NC(=O)CCC(=O)NCc2ccc3c(c2)OCO3)s1,7,1,-3,-1,·,7,-2
Cc1ccc(S(=O)(=O)N[C@H]2C=C[C@H](CC(=O)N3CCN(c4ccccc4)CC3)O[C@@H]2CO)cc1,4,-1,7,1,1,-6,8
COc1ccc(CNC(=O)C[C@@H]2CC[C@H]3[C@H](COc4ccc(NC(C)=O)cc4C(=O)N3C)O2)cc1,-6,-1,4,3,-19,13,-2
O=[N+]([O-])c1cc(Cl)c(Cl)c(Cl)c1Cl,-3,-3,-6,·,·,-11,-1
COc1cc(/C=C/C(=O)Nc2cccnc2)cc(OC)c1OC,7,-1,0,1,1,-23,-2
CCCN(C(=O)CSc1nnc2ccccn12)C1CCS(=O)(=O)C1 (configuration not stated),1,-1,2,-5,-3,-4,-4
Cc1cc2ccccc2cc1CN1CCCCC1,7,11,-12,5,0,13,2
COc1cccc(NC(=O)N[C@@H]2CC[C@@H](CC(=O)N3CCOCC3)O[C@H]2CO)c1,-12,2,-1,-2,·,3,2
O=S(=O)(NCC(c1cccnc1)N1CCc2ccccc2C1)c1ccccc1 (configuration not stated),14,3,0,2,-2,8,4
CCN(CC)S(=O)(=O)c1ccc2c(c1)nc(SC(C)C(=O)NCC1CCCO1)n2CC (configuration not stated),-2,-1,2,-1,10,4,9

# Compound activity (PubChem)
